# A549 viability = counter-screen for Nrf2 inhibitors: cytotoxicity in A549 cells; A549 ARE-Fluc cells, CellTiter-Fluor viability, 18-24 h; Potency, µM (top dose mostly 46 µM), for the others: at the highest dose activity change, negative = cytotoxicity, actives largely listed as inhibitors; 390,000 tested, 0.16% active; AID 504648; further: potency means the concentration at half of the fitted maximal effect; on the % scale 0 is the no-effect control and ±100 the full control effect
#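 Cytotoxicity counterscreen: CellTiter-Fluor fluorescence was measured in A549 ARE_Fluc cells after 18-24 h of compound exposure in a concentration series. The subsequent BugLite luminescent read reports ARE-luciferase activity.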
# TGFb inhibitor = blocks TGF-b signaling; HepG2 CAGA-GFP TGF-b/SMAD3 reporter, GFP fluorescence, 18 h; TGF-beta stimulated, 500 pg/mL final; Potency, µM (series often up to 46.1 µM), for the others: at the highest dose activity, negative = inhibition, hits mostly inhibitors; 410,000 tested, 1.2% active; AID 588855; further: potency means the concentration at half of the fitted maximal effect; on the % scale 0 is the no-effect control and ±100 the full control effect; nearly all actives have a fitted effect of over 65% in size
#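 HEPG2 CAGA-GFP, 1000 cells/well; 2 h settle, 37 C; cpd via pin tool; TGF-b 500 pg/mL final; 18 h, 37 C; GFP imaging ex488/em500-530; %Activity normalised to -TGF-b and +DMSO controls; CRC fit, curve class.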
# Nrf2 activator = activates Nrf2 signaling; 410,000 tested, 0.31% active; Potency, µM (doses to about 46.1 µM), for inactives: at the top dose activation, actives largely listed as activators; AREc32 ARE-luciferase reporter (MCF7-derived line), luminescence, 24 h; further: potency means the concentration at half of the fitted maximal effect; % of control where 0% means no effect; nearly all actives have a fitted effect of over 65% in size
#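 AREc32 cells carrying an ARE-driven firefly luciferase reporter were seeded at 1000 cells/well in OPTI-MEM with 5% FBS, then exposed to compound for 24 hr at 37 deg C. Luminescence was read with Steady-Glo after 30 min at RT.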
# ATXN viability = reduces viability in counter-screen for ATXN expression inhibitors; S2 cells (HEK-293 line with an ATXN2-luciferase reporter) viability, CellTiter-Fluor protease fluorescence, 24 h; Potency, µM (top dose mostly 56.7 µM), usual class: cytotoxic; 400,000 tested, 0.49% active; further: potency means the concentration at half of the fitted maximal effect; nearly all actives have a fitted effect of over 40% in size
# MmCpn inh = M. maripaludis TRiC chaperonin inhibition. purified Mm-Cpn ATPase, ADP Transcreener TR-FRET. AID 504842. 330,000 tested, 0.031% active. Potency, µM (titrated, usually from 76.9 µM), without a hit: at the highest dose activity, negative = inhibition, most hits filed as inhibitors; further: potency means the concentration at half of the fitted maximal effect; on the % scale 0 is the no-effect control and ±100 the full control effect; nearly all actives have a fitted effect of over 80% in size
#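 Eu-cryptate anti-ADP/ADP-d2 competition gives a ratio inversely related to ADP. Enzyme at 25 nM was pre-exposed to compound for 10 min, then given 10 uM ATP for 30 min, 37°C throughout.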
# HepG2 viability = kills HepG2 cells in TGF-b inhibitor counter-screen; HepG2 CAGA-GFP viability, ATP luminescence, 18 h; 410,000 tested, 0.76% active; Potency, µM (top dose mostly 46.1 µM), without a hit: at the highest dose activity change, negative = cytotoxicity, hits mostly cytotoxic; AID 588856; further: potency means the concentration at half of the fitted maximal effect; some results filed as inactive show a strong effect at the top dose
#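 CellTiter-Glo luminescence gave cytotoxicity after 18 hours at 37 degrees C. The cells were HepG2 CAGA-GFP in 1% FBS DMEM, stimulated with 500 pg/mL TGF-beta after compound addition. %Activity was normalised to no-cell wells (complete cell-killing) and DMSO (no toxicity), and curves were fitted and classified.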
# CCT modulator = modulators of cytosolic chaperonin (CCT/TRiC) activity; purified chaperonin ATPase assay, HTRF ADP detection, 30 min; activity change, % (test concentration not listed), hits read low; 360,000 tested, 0.3% active; AID 651819; in the data active means activity change below about -30%; further: on the % scale 0 is the no-effect control and ±100 the full control effect
#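 TRiC at 40 or 20 nM final (batch-dependent) in 30 mM Tris pH 7.4, 100 mM KCl, 5 mM MgCl2, 1 mM DTT, with compound at single 76 uM and 10 uM ATP, 30 min at 37 deg C. ADP detected by HTRF Transcreener, 665/615 ratio.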
# Nrf2 block = blocks Nrf2 signaling | A549 ARE-Fluc reporter, luciferase luminescence, 18-24 h | AID 504444 | Potency, µM (doses to about 46 µM), for inactives: at the top dose activity change, negative = inhibition, actives largely listed as inhibitors | 360,000 tested, 2.1% active; further: potency means the concentration at half of the fitted maximal effect; on the % scale 0 is the no-effect control and ±100 the full control effect; nearly all actives have a fitted effect of over 60% in size
#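 A549 ARE_Fluc cells (5000/well, 5% FBS OPTI-MEM) pre-incubated 2 h, then treated with compounds 18-24 h at 37C/5% CO2 in concentration-response. CellTiter-Fluor viability read first; BugLite luciferase luminescence after 15 min at room temperature gives Nrf2 activity.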
# pAkt inh = blocks phosphorylation of Akt. Neuro2A IGF-stimulated pAkt S473 HTRF, 20 min; active compounds read low. activity change, % for hits at 50 µM. 360,000 tested, 0.32% active; in the data active means activity change below about -80%; inconclusive means mostly about -51% to -80%; further: on the % scale 0 is the no-effect control and ±100 the full control effect
#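 Single-point screen (50 µM final compound) in Neuro2A cells stimulated 20 min with 6 nM IGF at 37 deg C. After lysis, Ser473-phosphorylated Akt read by HTRF (ex 330 nm, em 615/665 nm) as the 665/615 ratio.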
# Active calls of the source: *; i = inactive; ? = inconclusive; / = not tested or not shown; & = joins results of further samples; [ ] = another dose, or the depositor's remark. Unless noted, the call rests on the fitted dose curve; in most records, active means well fitted curve in the direction sought with a large enough effect; inconclusive means small, poorly fitted or top-dose-only effect, or another doubt; inactive means no such curve, though single readings can be large; an effect the other way counts as inactive or inconclusive.
# Each structure is followed by: A549 viability	TGFb inhibitor	Nrf2 activator	ATXN viability	MmCpn inh	HepG2 viability	CCT modulator	Nrf2 block	pAkt inh
CCOC(=O)c1ccccc1NC(=O)Cc1ccc(S(=O)(=O)N2CCCC2)s1
 : 2%	0%	6.7%	i	-5%	-17%	-4.6	?	i
COCC(C)N1CCC(n2nccc2NC(=O)c2ccccc2Cl)CC1 (stereo unspecified)
 : 3%	-11%	-0.5%	i	/	-21%	-1.3	5%	i
CC(C)(C)C(C(=O)O)N1CCS(=O)(=O)CC1 (stereo unspecified)
 : 0%	-7%	-0.5%	i	-4%	0%	4.1	?	i
O=C(N/C=C/c1ccccc1)Nc1ccc(Cl)cc1
 : 1%	?	0.2%	i	1%	-26%	-1.7	?	i
COc1ccc(NC(=O)C2=CC(c3ccc4c(c3)OCO4)=NS(=O)(=O)N2C)cc1OC
 : -2%	-8%	3.8%	?	/	-17%	/	?	/
Cc1nc2sc(C(=O)NCc3ccc(Cl)cc3)c(NC(=O)c3ccccc3)c2c(C)c1C
 : -19%	?	-0.9%	i	/	-32%	/	-13%	/
O=C(CN1CCN(Cc2ccccc2)CC1)N/N=C/C=C/c1ccco1
 : 8%	-5%	16%[9.22 µM]	i	?	-10%	1.1	10%	i
COc1ccc(N(CC(=O)NCc2ccccc2Cl)S(=O)(=O)c2c(C)[nH]c(=O)[nH]c2=O)cc1
 : 0%	0%	0.2%	i	/	-14%	/	7%	/
COCCNC(=O)CN1c2ccccc2CC1C (stereo unspecified)
 : -4%	2%	0.2%	i	0%	1%	0.5	-12%	i
Cc1cccc(NC(=O)CSc2nccn2Cc2ccco2)c1
 : -4%	-21%	0.3%	i	0%	-30%	1.2	14%	i
CCc1ccc(S(=O)(=O)NCCc2cn3ccccc3n2)s1
 : 1%	-29%	-0.3%	i	-2%	-11%	-1.3	-17%	i
CC(NC(=O)CCNS(=O)(=O)c1ccccc1)c1ccccc1 (stereo unspecified)
 : 0%	0%	-0.6%	i	2%	-27%	0.2	5%	i
Cc1ccc(S(=O)(=O)N2CCN(C(=O)c3cc(-c4ccc(Br)cc4)n[nH]3)CC2)c(C)c1
 : 3%	?	0.9%	/	/	1%	/	?	/
CCOC(=O)N1CCC(NC(=O)CSCc2nc(-c3ccc(C)cc3)oc2C)CC1
 : -4%	-7%	-0.7%	i	-2%	6%	-0.9	?	i
CCNCc1ccc(OCc2cccs2)c(OCC)c1
 : 32%	0%	4.7%	i	3%	-35%	-2.0	4%	i
COc1cccc(OC)c1C(=O)NCCc1csc(-c2ccc(Cl)cc2)n1
 : 3%	?	7.8%	?	/	-33%	/	/	/
CC1C2Cn3c(nc4ccccc43)C1N(C(C)C)O2 (stereo unspecified)
 : 1%	1%	-0.9%	i	1%	2%	-1.3	-2%	i
CCOc1ccc(NC(=O)C2CCCN(S(=O)(=O)c3c(C)nn(C)c3C)C2)cc1 (stereo unspecified)
 : 6%	-25%	0.0%	i	1%	-1%	0.3	?	i
Cc1ccc2cc3c(nc2c1)N(Cc1ccco1)CC3
 : -2%	-11%	19%	i	-1%	-4%	-5.5	/	i
c1ccc(-n2nnc3ccccc32)cc1
 : -5%	-2%	-0.6%	i	3%	5%	-1.0	9%	i

# Going on with the list:
# Each structure is followed by: A549 viability	TGFb inhibitor	Nrf2 activator	ATXN viability	MmCpn inh	HepG2 viability	CCT modulator	Nrf2 block	pAkt inh
COc1cc(OC)cc(C(=O)Nc2ccccc2C(=O)N2CCCC2)c1
 : -7%	-21%	-0.3%	i	-4%	1%	-2.5	-1%	i
COCCCNC(=S)NC(=O)c1ccccc1
 : -2%	-1%	0.1%	i	-1%	3%	-2.3	?	i
COc1ccc(CCNc2c([N+](=O)[O-])ncn2C)cc1OC
 : ?	-14%	-0.1%	i	-2%	-22%	-2.2	-30%	i
CCOC(=O)C1CCCN(C(=O)c2ccc(F)c(C)c2)CC1 (stereo unspecified)
 : /	-9%	-1.0%	i	/	-3%	-2.4	/	i
O=C(CCn1c(=O)c2cccn2c2cccnc21)N1CCN(c2ccccc2F)CC1
 : 6%	-17%	6.2%	/	/	-1%	/	9%	/
O=C(CN1CCN(C(=O)C2CCCO2)CC1)Nc1cc(Cl)ccc1Cl (stereo unspecified)
 : 0%	-13%	-0.5%	i	-1%	-2%	2.0	14%	i
CN1CCN(C(=O)c2ccc3c(c2)N(Cc2cccc(Cl)c2)C(=O)c2ccccc2S3(=O)=O)CC1
 : 16%&3%	?	0.3%&-0.4%	i	-4%	-4%&-29%	2.1	15%	i
O=C(/C=C/c1ccc(OCCCF)cc1)NCc1cccc(Cl)c1
 : 2%	-1%	-0.5%	i	0%	-15%	-0.2	/	i
NC(=O)CN1CCOCCOCCOCCOCCOCC1
 : 0%	6%	-0.4%	i	-2%	-5%	1.0	?	i
CCOC(=O)c1cccc(NC(=O)COc2ccc3c(C)cc(=O)oc3c2)c1
 : ?	-6%	1.3%	/	/	-22%	/	?	/
C=CCn1c(=O)c2ccccc2n2c(SCC(=O)NCC)nnc12
 : 2%	-3%	0.0%	i	-2%	6%	-2.2	7%	i
COc1ccccc1OCC(=O)Nc1ccc(C(N)=O)cc1
 : 6%	13%	0.1%	i	1%	-15%	1.2	-6%	i
CCn1c(=N)c(C(=O)NC2CCCC2)cc2c(=O)n3cc(C)ccc3nc21
 : 1%	?	-0.9%	i	/	7%	/	2%	/
CCOC(=O)CSc1ncccn1
 : 2%	?	-0.1%	i	-1%	-140%	-0.9	3%	i
Cc1cc(=O)oc2cc(OC(C)C(=O)N3CCOCC3)ccc12 (stereo unspecified)
 : -4%	-29%	0.4%	i	-3%	-7%	-1.6	23%	i
COC(=O)[C@]1(CC(C)C)N[C@H](c2ccc(SC3CCCCC3)c(OC)c2)[C@@H]2C(=O)N(C)C(=O)[C@@H]21
 : -7%	-13%	-0.1%	?	-17%	-19%	-0.6	?	i
COc1cccc(NC(=O)C/C(C)=N/NC(=O)c2ccccc2Cl)c1
 : 2%	-20%	2.6%	i	?	-29%	-1.9	13%	i
CC(=O)N1CCC(N(CCN2CCOCC2)C(=S)Nc2ccc(C)cc2C)CC1
 : 3%	3%	-0.1%	i	3%	19%	-28	?	i
N#CCCN1CCN(S(=O)(=O)c2ccc(C#N)cc2)CC1
 : 0%	-2%	-0.2%	i	0%	26%	-7.0	/	i
NS(=O)(=O)c1ccc(NC(=O)COC(=O)Cc2ccc(Cl)cc2)cc1
 : 9%	-5%	0.2%	i	-1%	-2%	0.4	-1%	i

# (more compounds)
# Each structure is followed by: A549 viability	TGFb inhibitor	Nrf2 activator	ATXN viability	MmCpn inh	HepG2 viability	CCT modulator	Nrf2 block	pAkt inh
CCc1cccc(CC)c1NC(=O)CSc1nnc(C2CC2)n1C
 : -14%	2%	-0.7%	i	-2%	-1%	-0.9	6%	i
CCC1CCCCN1C(=O)c1noc(C(C)C)c1[N+](=O)[O-] (stereo unspecified)
 : 0%	11%	11%	i	-1%	-1%	-1.0	-5%	i
O=c1[nH]c(NCCO)nc2c1C1(CCCC1)Cc1ccccc1-2
 : -8%	-22%	0.3%	i	2%	-35%	-0.8	-14%	i
COc1ccc(CN(C(=O)CN2C(=O)NC3(CCC(C)CC3)C2=O)C(C)Cc2cccs2)cc1 (stereo unspecified)
 : -6%	1%	2.1%	i	-9%	-6%	0.1	2%	i
COC(=O)c1sc(-c2ccc(C(C)(C)C)cc2)cc1NC(=O)c1ccccc1C(=O)O
 : -9%	?	0.1%	?	-24%	-57%	0.1	3%	i
C=CCN(C(=O)c1cccc(C(F)(F)F)c1)C1(C(=O)Nc2ccccc2)CCN(C(C)C)CC1
 : 1%	-7%	-0.6%	?	2%	-27%	-2.2	-1%	i
COC(=O)C1=C(C)C(c2ccc(OC)cc2OC)NC(=O)N1 (stereo unspecified)
 : -6%	-2%	1.8%	i	2%	0%	0.4	3%	-117%*
COc1ccc(-c2nc3scc(CCNC(=O)Cc4ccc(F)cc4)n3n2)cc1
 : -2%	1%	7.7%	?	/	-14%	/	/	/
CCc1ccccc1NC(=O)Cn1c(=O)n(CCCS(=O)(=O)C2CCCCC2)c(=O)c2ccccc21
 : 12%	4%	-0.2%	i	/	-5%	/	?	/
Cc1ccc(S(=O)(=O)Nc2nc(C)c(C(=O)NNS(=O)(=O)c3ccccc3)s2)cc1
 : 0%	-13%	0.2%	i	2%	-3%	0.1	1%	i
COCCNC(=O)CN(Cc1ccccc1)C(=O)CCC(=O)Nc1nccs1
 : 2%	-2%	0.1%	i	-2%	8%	-1.3	0%	i
COc1ccc(NC(=O)CN(C)CC(=O)NCC(=O)Nc2ccc(F)cc2)cc1
 : -1%	4%	0.2%	?	2%	0%	-0.9	13%	i
C[C@@H]1COc2cc(N3CCN(Cc4ccccc4F)CC3)ccc2S(=O)(=O)N1
 : /	/	-1.2%	i	/	/	1.0	/	i
CC(C)NC(=S)N1CCN(S(C)(=O)=O)CC1
 : 1%	5%	-0.2%	i	-2%	13%	-2.5	0%	i
Cc1cnc(C(=O)OCC(=O)NC2CCCC(C)C2C)cn1 (stereo unspecified)
 : -2%	0%	-0.4%	i	-1%	-2%	-5.1	-2%	i
O=C(Nc1ccccc1)Nc1cccc(-c2nnco2)c1
 : 9%	-7%	6.7%	i	-1%	-12%	1.0	-26%	i

# Individual results from above.
# For HepG2 viability, CCc1ccccc1NC(=O)Cn1c(=O)n(CCCS(=O)(=O)C2CCCCC2)c(=O)c2ccccc21 reads -5%
# For CCT modulator, O=C(Nc1ccccc1)Nc1cccc(-c2nnco2)c1 reads 1.0
